hERG WT inh – qHTS for Inhibitors of KCHN2 3.1: Wildtype qHTS. Voltage-gated inwardly rectifying potassium channel KCNH2 (Homo sapiens), Q12809. U2OS, BacMam KCNH2, thallium flux FluxOr; stronger effect = lower value. activity change, % at 1.84 µM. 340,000 compounds, 0.37% hits. AID 720551, 2013;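 active = maximum activity change below -70%; inconclusive = maximum activity change between -70% and -50%; inactive = maximum activity change above -50%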
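U2OS cells were transduced with wild-type KCNH2 virus (2.03 x 10^8 / mL) for 4 h at room temperature, then cultured overnight at 37 C. Thallium flux was read with FluxOr dye. Rate constants were normalized to DMSO controls.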
KCNH2 3.1 inh – qHTS for Inhibitors of KCHN2 3.1: Mutant qHTS. Potassium voltage-gated channel subfamily H member 2, brain isoform KCNH2 3.1 (human). U2OS KCNH2 3.1, thallium flux FluxOr; stronger effect = lower value. activity change, % (tested at about 1.8 µM). 340,000 compounds, 0.95% hits. AID 720553, 2013;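 active = maximum activity change below -70%; inconclusive = maximum activity change from -70% to -50%; inactive = maximum activity change above -50%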;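 note: thallium influx rate constant from kinetic fluorescence after stimulation buffer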
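Normalized rate constant (relative to positive and negative DMSO controls) derived from a 2 min kinetic fluorescence read after stimulation; U2OS cells expressing the 3.1 isoform via virus at 1.77 x 10^8 /mL.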
* = called active by the depositor; ? = inconclusive. % is set by controls: 0 for no effect and ±100 for the full control effect.

Below each SMILES: KCNH2 3.1 inh	hERG WT inh
> COc1ccc(CCNC(=O)C(=O)c2cn(CC(=O)N3CCCC3)c3ccccc23)cc1OC
    -20	10
> C[C@@H]1CN([C@H](C)CO)C(=O)c2c(c3ccccc3n2C)-c2ccccc2CO[C@H]1CN(C)C(=O)c1cc(Cl)cc(Cl)c1
    15	-3
> COc1cc(O)c(C=NN2C(=O)CSC2=S)c(OC)c1
    -4	-1
> C[C@H](CO)NC(=O)c1[nH]cnc1C(=O)Nc1cccc(Cl)c1
    3	-9
> Cc1ccc(C)c(OCC(=O)N/N=C/c2ccc(N3CCOCC3)cc2)c1
    -11	1
> COc1cccc(NC(=O)N(C)C[C@H]2OCc3cn(nn3)CCCC(=O)N([C@@H](C)CO)C[C@@H]2C)c1
    6	-13
> CC1C(c2ccccc2)OCCN1C(=S)Nc1ccc(S(=O)(=O)N2CCCCC2)cc1 (centres undefined)
    13	22
> C[C@H]1CN([C@@H](C)CO)C(=O)CCCn2nncc2CO[C@@H]1CN(C)C(=O)Cc1ccccc1
    -14	-2
> O=C(NCCc1ccccc1)c1c[nH]c2ccccc2c1=O
    -4	-4
> CC(CC(=O)c1ccccc1)=NCCCN=C(C)CC(=O)c1ccccc1
    4	2
> CCOC(=O)CC1COCCN1C(=O)c1cc(COc2ccccc2SC)on1 (centres undefined)
    5	5
> O=C(O)c1ccc(CSCc2ccccc2)o1
    5	1
> C[C@H]1CN([C@@H](C)CO)C(=O)c2cc(-c3cccc(C#N)c3)cnc2O[C@H]1CN(C)C(=O)c1ccccn1
    2	-2
> Cn1c(=O)c(=O)n(C)c2cc(S(=O)(=O)CCC(=O)Nc3ccccc3C(F)(F)F)ccc21
    -7	4
> COc1cccc(NC(=O)N(C)C[C@@H]2Oc3cc(Br)ccc3S(=O)(=O)N([C@@H](C)CO)C[C@H]2C)c1
    -6	-4
> Cc1cnc(C2OCCO2)c2cccc([N+](=O)[O-])c12
    -1	1
> Cc1ccc(Cc2c(-c3ccc(C)cc3)nc3ccc(Cl)cn23)cc1
    0	-7
> Cc1ccc(SCc2c(C(=O)N/N=C/c3ccco3)nnn2-c2nonc2N)cc1
    -2	-4
> COc1ccc(NC(=O)N(C)C[C@@H]2OCc3ccccc3-c3c(n(C)c4ccccc34)C(=O)N([C@H](C)CO)C[C@H]2C)c(OC)c1
    10	5
> C#CCN(C[C@H]1[C@H](OC(=O)NC2CC2)[C@H](OC(=O)NC2CC2)C[C@@H](C(=O)OC)[C@H]1C(=O)OC)S(=O)(=O)c1ccc(C)cc1
    0	2
> Cc1ccc(OCC(=O)Nc2ccc3c(c2)nc(CCN2CCCC2)n3C)cc1
    -49	72
> CN(C(=O)COC(=O)c1ccc(S(=O)(=O)N2CCCCCC2)cc1)c1ccccc1
    19	-7
> CCOC=C1SC(=S)N(c2ccccc2OC)C1=O
    -6	-3
> Cc1cc(C)c(NS(=O)(=O)c2ccc3c(c2)oc(=O)n3C)c(C)c1
    4	28
> O=C(COC(=O)/C=C/c1ccccc1)NCc1ccco1
    -8	7
> Cc1cc(C)n2nc(C(=O)OCC(=O)Nc3ccc(Cl)cc3)nc2n1
    15	5
> COc1ccc(CC(Cc2ccc(OC)c(OC)c2)NC=O)cc1OC
    -6	8
> C[C@H](CO)N1C[C@H](C)[C@@H](CN(C)Cc2ccccc2)OCc2cnnn2CCCC1=O
    -10	-4
> CCCn1nc(C(=O)Nc2cccc(S(=O)(=O)N3CCOCC3)c2)c2ccccc2c1=O
    -3	16
> Cc1ncc(C(O)c2ccc(N(C)C)cc2)n1Cc1ccccc1 (centres undefined)
    8	-4
> O=C(Nc1cccc(C(F)(F)F)c1)C1CC(=O)N(Cc2ccco2)C1 (centres undefined)
    16	-9
> COc1ccc(-c2cc3nc(C)cc(N4CCN(C(=O)c5ccoc5)CC4)n3n2)cc1
    10	15
> Cc1ccc(Cc2c(-c3ccc(C)cc3)nc3cc(C)ccn23)cc1
    -9	6
> COc1ccccc1NC(=O)C(CC(=O)O)Cc1cc(C)cc(C)c1 (centres undefined)
    13	-4
> O=C(Nc1ccc(-c2ccco2)cc1)C1CCCN(Cc2ccco2)C1 (centres undefined)
    1	12
> Cc1c(N2CCCCC2)[nH]c2ccccc12
    -3	2
> O=C(CCS(=O)(=O)c1ccc(F)cc1)Nc1nccs1
    -4	8
> O=C(OCc1cn([C@@H]2CN(C(=O)c3cccs3)[C@@H](c3ccccc3)C[C@H]2O)nn1)c1ccccc1
    0	-8
> O=C(Cc1csc(-c2cccc(F)c2)n1)Nc1cccc(S(=O)(=O)NC2=NCCC2)c1
    2	10
> CCSC1C(=O)N(C)C(SCC)C(=O)N1C (centres undefined)
    0	5
> O=C1C=CC(=O)N1c1ccc(-c2nc3ccccc3o2)cc1
    1	-2
> CCCCCCCCSC1=CC(=O)C(OC)=C(OC)C1=O
    7	20
> CCOC(=O)C1CCN(C(=O)c2ccc3c(=O)n4nc(Nc5ccccc5CC)sc4nc3c2)CC1
    -6	-23
> COc1ccccc1CNC(=O)COC(=O)Cn1cnc2c1c(=O)n(C)c(=O)n2C
    0	-20
> CC(C)COC(=O)N(C)C[C@H]1OCc2cnnn2CCCC(=O)N([C@@H](C)CO)C[C@H]1C
    -47	-6
> O=C(OCc1ccccc1F)c1cc(S(=O)(=O)N2CCCCC2)ccc1N1CCOCC1
    0	7
> Cc1cccc(-n2ncc3c2CCCC3NC(=O)c2ccncc2)c1C (centres undefined)
    6	-2
> O=C(Nc1ccc(-c2nc3ccccc3[nH]2)cc1)C1CCCN(Cc2ccn[nH]2)C1 (centres undefined)
    0	-4
> O=C(NCc1ccccc1C(F)(F)F)c1cccc2c1C(=O)c1ccc(N3CCC(N4CCCCC4)CC3)cc1S2(=O)=O
    -15	4
> COc1ccc(OC)c(N(CCN2C(=O)c3ccccc3C2=O)C(=O)C2CCC(=O)C2C)c1 (centres undefined)
    3	-15
> CCc1ccc(C(C#N)=CC=Cc2ccccc2)cc1
    -9	-2
> COc1cccc(C(=O)NC2CC3CCCC(C2)N3Cc2ccc(F)cc2)c1 (centres undefined)
    -25	30
> C[C@@H]1CN([C@H](C)CO)C(=O)CCCn2cc(nn2)CO[C@H]1CN(C)C(=O)Nc1ccc(-c2cccs2)cc1
    -14	10
> Cc1cc(NC(=O)c2cc3cc([N+](=O)[O-])ccc3s2)no1
    0	-27
> Cc1ccc(OC(=O)N(C)C[C@@H]2OCc3cn(nn3)CCCC(=O)N([C@H](C)CO)C[C@H]2C)cc1
    -14	12
> COc1ccc([C@H]2C[C@H](n3cc(-c4ccc(F)cc4)nn3)[C@@H](O)CN2Cc2cccs2)cc1
    34	-7
> NS(=O)(=O)c1ccc(CCNC(=O)CSc2nc3c(sc(=S)n3-c3ccccc3)c(=O)[nH]2)cc1
    0	3
> COc1ccc(C(C#N)CC(=O)c2ccc(OCc3ccccc3)c(OC)c2)cc1OC (centres undefined)
    4	12
> Cc1ccc([C@H]2C[C@@H](O)[C@H](n3cc(COC(=O)c4ccccc4)nn3)CN2C(=O)c2cccs2)cc1
    2	5
> Cc1cc(C)c(NC(=O)COC(=O)C2=COCCO2)c(C)c1
    9	-6

(list continues)
Below each SMILES: KCNH2 3.1 inh	hERG WT inh
> C=CCCC(=O)N1C[C@H]2CON(C)[C@H]2C[C@H]1c1cccc(Oc2ccccc2)c1
    -1	14
> CCN(CC)C(=O)C1=C(C)N(Cc2ccc(F)cc2)C(=O)C(CC(=O)NCCCN(C)C)C1 (centres undefined)
    -12	-12
> O=c1c(-c2ccccc2)cocc1-c1ccccc1
    -4	-22
> CC(=O)OC1CCC2(C)C(CCC3C4CC=C(C(C)=O)C4(C)OC(=O)CC32)C1 (centres undefined)
    9	-10
> O=C(OCc1cn([C@@H]2C[C@H](c3ccccc3)N(Cc3cccs3)C[C@H]2O)nn1)c1ccccc1
    6	-7
> Cc1ccc([C@H]2C[C@H](O)[C@@H](n3cc(-c4ccc(F)cc4)nn3)CN2C(=O)C2CCCCC2)cc1
    9	7
> CCCCCCN1C[C@H](O)[C@@H](n2cc(C3CC3)nn2)C[C@@H]1c1ccc(C)cc1
    -41	17
> N#Cc1nccc2ccc(OCc3ccc(Br)cc3)cc12
    9	-22
> COc1ccccc1Cn1c(=O)oc2ccccc21
    -7	-1
> O=C(O)c1ccccc1C(=O)Nc1ccc(Nc2ccccc2)cc1
    -17	-2
> COc1ccccc1N(C)S(=O)(=O)c1ccc(C(=O)N(C)Cc2cccc(OC)c2OC)cc1
    9	26
> CCOc1ccc(/C=N/Nc2cc(N3CCOCC3)ncn2)c(O)c1
    9	-6
> CC(C)CC1C(=O)N(Cc2cn(CCC3OCCCO3)nn2)CCS(=O)(=O)N1Cc1ccc(-c2ccc(Cl)nc2)cc1 (centres undefined)
    -7	0
> O=C(OCC(=O)c1c[nH]c2ccccc12)c1ccc(F)c(S(=O)(=O)N2CCOCC2)c1
    -5	-10
> CCc1c(C)c(C#N)c2nc3ccccc3n2c1NCCCN(C)C
    2	-2
> COc1ccc(-n2ncc(C(C)NS(=O)(=O)c3cc(C)sc3C)c2C)cc1 (centres undefined)
    ?	15
> O=C(O)CN1C(=O)C=CC1=O
    -8	0
> Nc1ncnn1Cc1ccccc1
    -3	-8
> O=C1[C@H]2[C@@H](c3ccccc3)N[C@]3(CCCN(CC4CCCCC4)C3=O)[C@H]2C(=O)N1Cc1ccccc1
    -2	-2
> Cc1ccc(S(=O)(=O)NC(CC(=O)OCc2ccccc2)C(=O)OCc2ccccc2)cc1 (centres undefined)
    10	20
> O=C(Nc1c2c(nn1-c1ccccc1)CS(=O)(=O)C2)C1CC1
    1	13
> Cc1ccn2c(=O)c(NC(=O)c3ccc4c(c3)OCO4)c(C)nc2c1
    -10	-11
> CCN(CC)Cc1c(C)[nH]c2ccc(NC(C)=O)cc2c1=O
    13	11
> C[C@H](CO)N1C[C@H](C)[C@@H](CN(C)C(=O)CC2CC2)Oc2cc(Br)ccc2S1(=O)=O
    3	-3
> Cc1onc(-c2ccccc2)c1C(=O)OCC(=O)c1ccc(F)cc1
    -8	12
> COc1ccc(S(=O)(=O)NCc2cccnc2)c(Cl)c1Cl
    8	2
> C[C@H]1CN([C@@H](C)CO)C(=O)CCCn2nncc2CO[C@@H]1CN(C)S(=O)(=O)c1ccc(Oc2ccccc2)nc1
    2	8
> CCN(CC)C(=O)C1=C(C)N(CCCOC)C(=O)C(CC(=O)NCc2cccc3ccccc23)C1 (centres undefined)
    -5	5
> CSc1ccc(CNC(=O)C2CCC(=O)N(CCc3ccc(Cl)cc3)C2)cc1 (centres undefined)
    -49	24
> CCCCCN(C(=O)CCC(=O)OCC(=O)NCCc1ccccc1)c1c(N)n(CCCC)c(=O)[nH]c1=O
    21	-25
> CC(=O)Oc1ccc(-c2csc(Nc3ccccn3)n2)cc1
    -7	9
> CC(=NNC(N)=S)c1ccc2cc3c(cc2c1)OCO3
    8	5
> COc1ccccc1S(=O)(=O)N(C)C[C@@H]1Oc2cc(C#CCC(C)C)ccc2S(=O)(=O)N([C@H](C)CO)C[C@@H]1C
    -1	5
> O=C1C2C3C=CC(CC3)C2S(=O)(=O)C2C3C=CC(CC3)C12 (centres undefined)
    -7	0
> COCCCN1C(=O)C(CC(=O)NCC2CCCCC2)CC(C(=O)N2CCOCC2)=C1C (centres undefined)
    7	-8
> CCOc1ccc(OCC(=O)N2CCN(S(=O)(=O)c3ccccc3)CC2)cc1
    -1	-3
> Cc1ccc(-c2cnc3c(c2)C(=O)N([C@H](C)CO)C[C@@H](C)[C@@H](CN(C)C(=O)Cc2ccccc2)O3)cc1
    20	?
> CCOc1ccc(N=Cc2ccc(N(C)C)cc2)c(O)c1
    -1	-1
> O=[N+]([O-])c1cc2c(cc1Br)-c1ccccc1C2
    -1	-8
> COc1cccc(-n2cc(CN(C)C(=O)C3CCC(=O)N(C4CC4)C3)cn2)c1 (centres undefined)
    6	8
> C[C@@H]1CN([C@@H](C)CO)C(=O)CCCn2nncc2CO[C@H]1CN(C)C(=O)Nc1ccnc(N2CCOCC2)c1
    9	-7
> C[C@H]1CN([C@@H](C)CO)C(=O)c2cc(C3=CCCC3)cnc2O[C@@H]1CN(C)C(=O)c1ccncc1
    -27	-24
> CN(Cc1ccccc1)C(=O)COC(=O)c1c[nH]c2ccccc12
    1	1
> CSc1ncnc2c1ncn2CCCNCCCc1ccccc1
    0	3

A different layout for part of the listing above:
| SMILES | KCNH2 3.1 inh | hERG WT inh |
| --- | --- | --- |
| CCOc1ccc(OCC(=O)N2CCN(S(=O)(=O)c3ccccc3)CC2)cc1 | -1 | -3 |
| COc1cccc(-n2cc(CN(C)C(=O)C3CCC(=O)N(C4CC4)C3)cn2)c1 (centres undefined) | 6 | 8 |
| CSc1ncnc2c1ncn2CCCNCCCc1ccccc1 | 0 | 3 |
| CC(=NNC(N)=S)c1ccc2cc3c(cc2c1)OCO3 | 8 | 5 |
| CC(=O)Oc1ccc(-c2csc(Nc3ccccn3)n2)cc1 | -7 | 9 |

Screening data: PubChem BioAssay, National Center for Advancing Translational Sciences (NCATS)

Only part of the results is shown (hit frequency here may not be typical).
